LDHA block: blocks human lactate dehydrogenase A. P00338. purified LDHA, NADH/diaphorase-resazurin fluorescence; hits give low values. activity change, % (values are at about 110 or 230 µM). 480,000 compounds, 0.15% hits; in the data active means activity change below about -30%; inconclusive means mostly about -25% to -30%;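 further: plate controls were DMSO wells for no effect and wells without enzyme for full effect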
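Resorufin fluorescence (ex540/em590), read at 0 and 20 min after diaphorase/resazurin addition, reports the NADH left after a 5 min room-temperature reaction of 2 nM human LDH5 with 0.06 mM NADH and 0.2 mM pyruvate.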
Pol iota inh: inhibitors of human DNA polymerase iota | Pol iota fluorescent replication assay, 10 min | Potency, µM (titrated, usually from 115 µM), for inactives: at the top dose activity, negative = inhibition, most hits filed as inhibitors | 390,000 compounds, 1% hits; further: potency means the concentration at half of the fitted maximal effect
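Fluorescent replication assay read twice, at 0 min and 10 min after adding 50 nM (final) substrate. Enzyme (10 nM) and compounds were first incubated 15 min at room temperature; enzyme-free buffer wells were negative controls.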
Anesthetic bind: binds horse apoferritin like a general anesthetic. apoferritin/1-aminoanthracene competitive binding, fluorescence. Potency, µM (doses to about 77.5 µM), inactives show at the top dose activity change, negative = displacement, usual class: inhibitors. 350,000 compounds, 0.074% hits. AID 485281; further: potency means the concentration at half of the fitted maximal effect; on the % scale 0 is the no-effect control and ±100 the full control effect; nearly all actives have a fitted effect of over 20% in size
Target sequence (P02791 2-175 limits assumed): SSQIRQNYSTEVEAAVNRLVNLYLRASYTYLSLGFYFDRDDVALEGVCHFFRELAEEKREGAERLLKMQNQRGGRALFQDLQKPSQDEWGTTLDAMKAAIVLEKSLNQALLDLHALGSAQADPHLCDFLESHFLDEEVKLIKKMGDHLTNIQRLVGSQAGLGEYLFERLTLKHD
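Concentration-response curves derived by four-parameter Hill fitting of normalized fluorescence, where compounds displaced 1-AMA from 10 uM horse apoferritin following a brief 10 min room-temperature incubation; propofol titration acted as positive control.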
POLB inh: blocks human DNA polymerase beta activity; P06746; Pol beta primer extension/strand displacement, fluorescence kinetic; Potency, µM (titrated, usually from 114 µM), inactives show top-dose activity change, negative = inhibition, most hits filed as inhibitors; 340,000 compounds, 1.3% hits; further: potency means the concentration at half of the fitted maximal effect; on the % scale 0 is the no-effect control and ±100 the full control effect
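10 nM enzyme + cpd, 15 min RT; start with substrate 50 nM final; read 0 min and after 10 min RT. Corrected, normalized data; 4-parameter Hill curve fit.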
POLH inh: blocks human DNA polymerase eta activity; Q9Y253; recombinant Pol eta, fluorescent DNA replication assay; Potency, µM (series often up to 114 µM), for inactives: at the highest dose activity change, negative = inhibition, usual class: inhibitors; 390,000 compounds, 1.2% hits; further: potency means the concentration at half of the fitted maximal effect; on the % scale 0 is the no-effect control and ±100 the full control effect
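Pol eta at 10 nM preincubated with compounds 15 min at room temperature; reaction started with fluorescent substrate (50 nM final) and read kinetically at 0 and 10 min.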
APE1 inh: blocks human APE1 abasic DNA cleavage | P27695 | recombinant APE1, TAMRA/BHQ-2 abasic DNA cleavage fluorescence | Potency, µM (highest dose often 65.8 µM), inactives show at the top dose activity change, negative = inhibition, most hits filed as inhibitors | 350,000 compounds, 0.35% hits | AID 2517;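 further: potency means the concentration at half of the fitted maximal effect; plate controls were vehicle for no effect and reference inhibitor for full effect; nearly all actives have a fitted effect of over 55% in size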
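Enzyme (0.75 nM final) and test compound are incubated 15 min at room temperature before adding 50 nM quenched THF abasic-site duplex. Cleavage dequenches TAMRA, followed at 525/598 nm over three reads one minute apart.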
BLM helicase inh: Bloom syndrome helicase (human) inhibition; AID 2528; recombinant BLM DNA unwinding, fluorescence dequenching; Potency, µM (top dose mostly 56.1 µM), without a hit: top-dose activity change, negative = inhibition, actives largely listed as inhibitors; 350,000 compounds, 0.2% hits;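 further: potency means the concentration at half of the fitted maximal effect; plate controls were vehicle for no effect and no enzyme for full effect; nearly all actives have a fitted effect of over 35% in size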
Glioma ERSR ind: induces the endoplasmic reticulum stress response in human glioma cells. 420,000 compounds, 0.02% hits. AID 602332. Potency, µM, for inactives: top-dose activation, hits mostly activators. U87-MG GRP78 promoter luciferase reporter, 16 h; further: potency means the concentration at half of the fitted maximal effect; series mostly up to about 76 µM; % of control where 0% means no effect; nearly all actives have a fitted effect of over 35% in size
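Stably transfected U87-MG glioma cells carrying a GRP78-based luciferase sensor; 16 h compound incubation. Luminescence end-point read 10 min after Bright-Glo addition at room temperature.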
POLK inh: DNA polymerase kappa (human) inhibition. 400,000 compounds, 0.53% hits. Potency, µM (highest dose often 107 µM), inactives show at the highest dose activity, negative = inhibition, actives largely listed as inhibitors. purified Pol kappa, fluorescent DNA synthesis assay, 10 min. AID 588579; further: potency means the concentration at half of the fitted maximal effect; on the % scale 0 is the no-effect control and ±100 the full control effect
Target sequence (Q9UBT6 whole entry, looked up): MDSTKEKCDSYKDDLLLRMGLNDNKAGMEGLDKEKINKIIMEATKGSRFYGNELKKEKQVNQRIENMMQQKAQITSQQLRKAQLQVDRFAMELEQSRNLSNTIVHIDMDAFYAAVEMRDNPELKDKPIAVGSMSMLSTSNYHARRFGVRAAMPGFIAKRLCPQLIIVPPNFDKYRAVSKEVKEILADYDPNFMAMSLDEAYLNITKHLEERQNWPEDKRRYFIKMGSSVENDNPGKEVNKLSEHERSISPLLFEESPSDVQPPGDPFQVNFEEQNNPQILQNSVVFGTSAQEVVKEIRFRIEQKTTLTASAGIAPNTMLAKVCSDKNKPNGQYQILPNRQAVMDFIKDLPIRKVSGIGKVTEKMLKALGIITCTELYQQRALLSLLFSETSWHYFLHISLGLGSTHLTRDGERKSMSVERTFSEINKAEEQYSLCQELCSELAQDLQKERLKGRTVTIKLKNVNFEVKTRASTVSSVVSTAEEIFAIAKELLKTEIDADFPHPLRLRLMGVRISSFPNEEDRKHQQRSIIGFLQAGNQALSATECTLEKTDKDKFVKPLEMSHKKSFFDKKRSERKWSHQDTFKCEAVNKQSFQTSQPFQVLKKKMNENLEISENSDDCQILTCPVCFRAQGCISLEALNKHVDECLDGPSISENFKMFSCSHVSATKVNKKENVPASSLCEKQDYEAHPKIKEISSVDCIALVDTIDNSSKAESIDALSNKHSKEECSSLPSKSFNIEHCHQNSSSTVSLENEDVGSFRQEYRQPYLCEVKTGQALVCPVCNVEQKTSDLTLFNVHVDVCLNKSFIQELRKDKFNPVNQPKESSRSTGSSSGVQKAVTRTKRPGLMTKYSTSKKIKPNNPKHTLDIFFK
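Here, compound and 10 nM enzyme are combined for 15 min at room temperature; adding 50 nM substrate (final) starts DNA synthesis, tracked by fluorescence at 0 and 10 min against buffer-only wells.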
Active calls of the source: *; u = inconclusive; x = no result given; [ ] = remark or other dose. Unless noted, the call rests on the fitted dose curve; in most records, active means well fitted curve in the direction sought with a large enough effect; inconclusive means small, poorly fitted or top-dose-only effect, or another doubt; inactive means no such curve, though single readings can be large; an effect the other way counts as inactive or inconclusive.

canonical_smiles	Pol iota inh	LDHA block	POLB inh	POLK inh	POLH inh	BLM helicase inh	Glioma ERSR ind	APE1 inh	Anesthetic bind
CCOc1ccc(S(=O)(=O)N2CCN(C(=O)c3ccncc3)CC2)cc1	-15.9%	-4.4	29.3%	-6.1%	0.5%	1.2%	-3.1%	u	-1.7%
CCCc1nnc(NC(=O)CCC(=O)N2CCN(S(=O)(=O)c3ccc(F)cc3)CC2)s1	28.7%	-7.9	3.4%	-8.1%	u	-0.8%	5.9%	12.5%	1.3%
COc1ccccc1NC(=O)c1ccc(-c2ccccc2F)o1	13.8%	-3.0	24.8%	11.8%	-0.6%	-7.8%	2.8%	12.2%	3.5%
CCn1cc(CN2CCC(n3nccc3NC(=O)c3cccc(F)c3)CC2)cn1	30.7%[activator]	-3.7	-0.7%	-9.2%	-15.1%	-9.4%	-1.7%	19.5%	-15.7%
COc1ccc(C)cc1NC(=O)C1CCN(C(=O)c2ccc(C(C)(C)C)cc2)CC1	31.2%[activator]	-2.9	28.7%	-11.6%	-7.3%	-7.4%	5.4%	0.6%	-18.4%
c1ccc(-n2cnc3ccccc32)nc1	135.2%[activator]	-11.0	u	1.6%	5.7%	0.0%	-1.0%	-6.0%	-4.2%
CC(/C=C/c1ccc(C)o1)=C\C(=O)O	-20.5%	6.4	39.4%	-1.8%	0.8%	1.7%	-2.9%	-0.5%	-9.4%
Cc1ccc2nc(Nc3ccccc3)c(C=O)c(=O)n2c1	186.4%[activator]	-3.0	5.5%	-0.9%	-20.1%	0.1%	-3.3%	-6.6%	-7.6%
Nn1c(SCC(=O)Nc2ccc(S(=O)(=O)N3CCCC3)cc2)nnc1C(F)(F)F	3.4%	-7.3	15.9%	3.3%	-5.8%	-0.8%	-4.6%	2.8%	1.6%
N#Cc1ccccc1Sc1ccccc1C(=O)OCC(=O)N1CCN(C(=O)c2ccco2)CC1	9.5%	0.6	22.1%	6.5%	-13.5%	-3.5%	-7.2%	-4.1%	-19.4%
CC(C)[C@@H]1NC(=O)c2cc([N+](=O)[O-])cc(I)c2NCCCC[C@@H](C(=O)NC(CC(=O)O)C(N)=O)NC(=O)[C@H](CO)NC1=O (stereo partly specified)	x	x	u	x	x	-4.3%	x	u	-5.2%
CCC(Oc1ccccc1F)C(=O)N1CCC(c2nc3ccccc3s2)CC1 (stereo unspecified)	31.4%[activator]	-3.0	-11.6%	3.5%	-16.9%	0.4%	-3.1%	x	303.2%[activator]
CCN(CC)c1ccc(NC(=O)COc2ccc(N(C)S(=O)(=O)c3cccs3)cc2)cc1	149.3%[activator]	-3.7	3.6%	-0.5%	-17.3%	-5.0%	-3.9%	-4.3%	11.8%
CC(=O)c1cc(-c2ccccc2)n(CC(=O)N2CCN(C3CCCC3)CC2)c1C	-1.6%	0.5	-8.4%	-1.8%	-16.4%	-5.6%	-7.3%	1.2%	5.2%
CC(C)=CCC(C)(C)CNC(=O)NC1CCCCC1	15.1%	-0.2	-1.8%	-19.7%	-18.6%	-0.9%	-3.0%	-4.3%	3.3%
COC(=O)c1cc2oc(C)cc2n1CC(=O)Nc1cc(Cl)ccc1OC	19.9%	4.7	16.3%	4.9%	-16.5%	-2.6%	-2.5%	x	-1.6%
COCCCNC(=O)CCc1c(C)nc2c(c(C)nn2-c2ccc(C)cc2)c1C	22.7%	-2.8	27.4%	0.0%	-15.1%	-0.8%	1.3%	-7.4%	-0.7%
Cc1sc2ncnc(SCC(=O)NC(=O)c3cccn3C)c2c1C	53.8%[activator]	-4.2	u	-4.3%	-13.3%	-12.4%	-12.1%	-8.3%	-18.1%
CN1CCC(N(C)C(=O)c2ccccc2F)CC1	-25.1%	-7.6	22.7%	-15.3%	-1.9%	-2.8%	-2.7%	-4.2%	-8.9%
CCOC(=O)N1CCN(c2nc3c(C)cccn3c(=O)c2C=O)CC1	29.7%	-1.5	34.0%	6.1%	-5.1%	-0.7%	-4.1%	25.8%	-1.3%
CCc1ccc(CNc2ccc3c(c2)ncn3CC)cc1	158.3%[activator]	15.8	-0.3%	-16.1%	-15.8%	-7.7%	2.0%	30.2%	-15.3%
S=C(NCCc1cccc(Cl)c1)NC1CCCCC1	20.2%	1.6	-11.8%	0.6%	-15.8%	-6.3%	-0.1%	-4.3%	-13.3%
O=C(CSc1nnc(NC(=O)C2CC(=O)N(c3ccc(F)cc3)C2)s1)NC1CCCC1 (stereo unspecified)	u	-0.6	-23.5%	-14.1%	u	-6.9%	-2.4%	1.1%	-12.2%
CCC(C)n1c(=N)c(C#N)cc2c(=O)n3ccccc3nc21 (stereo unspecified)	18.3%	2.0	6.5%	1.6%	-17.0%	1.3%	-1.7%	-2.2%	-4.5%
CC(C)C(=O)N1CCC(c2nc(-c3ccc(S(=O)(=O)N4CCCC4)cc3)no2)CC1	0.4%	-8.6	-1.4%	-1.5%	-2.8%	0.6%	1.8%	-7.4%	-10.2%
O=C(NCCc1ccccc1)C1CCCN1S(=O)(=O)c1ccccc1 (stereo unspecified)	-2.5%	-10.3	41.1%	-17.9%	-9.6%	-2.6%	-4.1%	1.1%	-3.0%
COC(=O)c1ccc2c(=O)n(-c3ccccc3)c(=S)[nH]c2c1	70.1%[activator]	-4.0	0.5%	-19.6%	-12.0%	3.3%	0.6%	-2.8%	-1.6%
Cc1csc2nc(COC(=O)CNC(=O)c3ccccc3)cc(=O)n12	-0.1%	-8.9	22.5%	-0.3%	-8.2%	-8.0%	-2.7%	x	4.5%
CC(C)Oc1cccc(C(=O)Nc2ccc(NC(=O)c3ccco3)cc2)c1	6.1%	-13.5	13.1%	-13.2%	-14.1%	0.1%	-2.2%	7.8%	-12.0%
CC(C)(C)OC(=O)N1CCC(c2c(C(=O)N3CCN(c4ccccn4)CC3)cnn2-c2ccc(F)cc2F)CC1	25.5%	-3.5	-6.9%	-18.0%	-3.1%	-1.4%	-2.3%	x	-1.3%
CCOc1ccc(/C=C2/C(=N)N3OC(C)=CC3=NC2=O)cc1OC	-14.5%	-2.0	-0.3%	0.8%[60.1 µM]	-21.3%	0.6%	-5.5%	14.8%	-5.5%
O=C1OCCC1Sc1nnc(-c2ccc(Br)cc2)o1 (stereo unspecified)	11.4%	-7.7	16.2%	-3.9%	-15.9%	-0.1%	-9.3%	10.5%	-9.0%
O=C(Nc1ccc(Cl)c(Cl)c1)c1ccc(Cn2cc(Cl)cn2)cc1	2.9%	-3.3	8.5%	-17.4%	-18.7%	-2.7%	4.9%	-7.2%	2.0%
COc1ccccc1/C=C/C(=O)NC(=S)N1CCN(C)CC1	22.0%	-1.6	25.0%	-3.6%	-7.6%	-0.7%	-6.4%	28.8%	-4.3%
COCc1cc(C)nc(OCC(=O)N/N=C/c2ccc(-c3cc([N+](=O)[O-])ccc3C)o2)c1C#N	-7.4%	0.8	12.6%	-4.0%	u	-2.7%	-1.0%	-4.7%	-16.1%
CCCCCn1c(=O)c(Cc2ccccc2)c(O)c2ccccc21	6.0%[58.9 µM]	-0.2	92.2%	-2.7%	-21.1%	2.6%	-6.2%	3.8%	-10.1%
c1ccc2c(-c3nn4nnnc4c4ccccc34)cccc2c1	-1.2%	-1.6	-7.0%	1.9%	-5.1%	-7.4%	-2.9%	-0.7%	u
CCS(=O)(=O)c1cc([N+](=O)[O-])c(Sc2ccccc2N)s1	96.5%[activator]	1.5	18.0%	0.1%	-17.7%	-22.2%	14.5%	0.6%	-5.6%
CC(NC(=S)NC(=O)c1ccccc1Br)c1ccccc1 (stereo unspecified)	-19.6%	-1.1	3.2%	-4.7%	-16.5%	-18.5%	-2.3%	-33.2%	-16.1%
COC(=O)/C=C1/S/C(=N/N=C/c2ccc(N(C)C)cc2)NC1=O	x	x	-0.7%	x	x	-0.5%	x	5.2%	20.2%
O=C1NC(=O)C(Cc2ccccc2)(c2ccccc2)N1 (stereo unspecified)	21.8%	-4.4	x	-16.4%	-9.5%	x	-0.8%	x	x
O=C(O)c1cccc(Oc2ccc(C(=O)O)c([N+](=O)[O-])c2)c1	-4.2%	-4.8	x	-5.1%	-10.1%	x	-6.1%	x	x
CN(CC(=O)Nc1cccc(F)c1)C(=O)c1ccc2c(c1)OCCO2	9.9%	-4.6	x	-15.4%	-7.4%	x	2.3%	25.3%	x
COc1ccc(NC(=O)c2cc(-c3ccccc3)oc2C)cc1	22.3%	-8.1	-1.9%	-13.4%	-11.4%	-0.7%	-0.7%	2.4%	-13.4%
COc1cc(C(=O)NCc2ccncc2)cc(Br)c1OCc1ccccc1	-6.7%	-11.0	u	-9.6%	-0.2%	-4.6%	-3.3%	0.7%	3.5%
CCCN1CCN(c2ccc([N+](=O)[O-])cc2C#N)CC1	31.5%[activator]	-7.4	0.3%	-14.2%	-17.0%	1.9%	-3.3%	4.2%	-22.2%
Cc1ccccc1OCCOC(=O)c1c(-c2ccccc2)noc1C	54.1%[activator]	-9.6	33.0%	-5.6%	-21.9%	-7.7%	-2.2%	-12.5%	18.4%

Ordered by the number under Pol iota inh (high to low): some entries from above.
Structure,Pol iota inh,LDHA block,POLK inh,POLH inh,BLM helicase inh,Glioma ERSR ind,APE1 inh
c1ccc2c(-c3nn4nnnc4c4ccccc34)cccc2c1,-1.2%,-1.6,1.9%,-5.1%,-7.4%,-2.9%,-0.7%
O=C(O)c1cccc(Oc2ccc(C(=O)O)c([N+](=O)[O-])c2)c1,-4.2%,-4.8,-5.1%,-10.1%,x,-6.1%,x
COc1cc(C(=O)NCc2ccncc2)cc(Br)c1OCc1ccccc1,-6.7%,-11.0,-9.6%,-0.2%,-4.6%,-3.3%,0.7%
CCOc1ccc(/C=C2/C(=N)N3OC(C)=CC3=NC2=O)cc1OC,-14.5%,-2.0,0.8%[60.1 µM],-21.3%,0.6%,-5.5%,14.8%

Record cards, as listed above. Values in the order: Pol iota inh | LDHA block | POLB inh | POLK inh | POLH inh | BLM helicase inh | Glioma ERSR ind | APE1 inh | Anesthetic bind
Results for COc1ccc(C)cc1NC(=O)C1CCN(C(=O)c2ccc(C(C)(C)C)cc2)CC1 → 31.2%[activator] | -2.9 | 28.7% | -11.6% | -7.3% | -7.4% | 5.4% | 0.6% | -18.4%
Results for Nn1c(SCC(=O)Nc2ccc(S(=O)(=O)N3CCCC3)cc2)nnc1C(F)(F)F → 3.4% | -7.3 | 15.9% | 3.3% | -5.8% | -0.8% | -4.6% | 2.8% | 1.6%

Not all compounds are listed. The share of hits here may be higher or lower than overall.
